Compound activity from PubChem.
Mdm2 ligase inh = inhibitors of human Mdm2 E3 ubiquitin ligase. 210,000 compounds, 0.11% hits. cell-based MDM2 ubiquitination luciferase reporter, 2 h; 0 = plate control, 100 = twice control, blank-subtracted. AID 1230. signal enhancement, % at 5 µM;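 active means signal enhancement of 30% or more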;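 further: luminescence tracks abundance of the self-degrading MDM2-luciferase fusion protein; higher signal means inhibition of MDM2 E3 ligase activity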
Target sequence (Q00987 whole entry, looked up, the tested form may be a part): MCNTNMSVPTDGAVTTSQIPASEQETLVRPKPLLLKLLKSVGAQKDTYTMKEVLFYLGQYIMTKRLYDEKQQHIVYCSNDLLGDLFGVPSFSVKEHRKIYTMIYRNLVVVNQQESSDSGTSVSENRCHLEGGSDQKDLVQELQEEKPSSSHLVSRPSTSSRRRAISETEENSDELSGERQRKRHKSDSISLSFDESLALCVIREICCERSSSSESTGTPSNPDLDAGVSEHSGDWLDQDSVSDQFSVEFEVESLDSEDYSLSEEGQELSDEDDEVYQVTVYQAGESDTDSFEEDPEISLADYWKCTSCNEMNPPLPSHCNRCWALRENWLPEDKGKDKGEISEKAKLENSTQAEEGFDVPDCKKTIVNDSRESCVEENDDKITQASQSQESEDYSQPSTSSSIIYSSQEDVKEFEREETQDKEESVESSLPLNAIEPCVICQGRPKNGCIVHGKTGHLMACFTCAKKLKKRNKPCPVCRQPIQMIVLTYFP
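Assay system: mammalian cells stably expressing self-ubiquitinating, self-degrading MDM2 E3–luciferase fusion. Quantity: 2000 cells in each well. Medium: DMEM culture medium. Compound dosing: single-point 5 µM. Timing: cell settling 4 h, compound treatment 2 h, both 37 °C. Technique: luciferase luminescence. Read-out basis: percent signal gain over controls, blank-subtracted. Benchmarks: plate controls and plate blanks.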
S1P4 antagonist = blocks the human S1P4 receptor; O95977; S1P4-expressing cells, antagonist mode, reporter read-out; inhibition, % at 4.98 µM; 220,000 compounds, 0.26% hits; AID 1510; in the data active means inhibition above about 29%;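 further: 0% = wells stimulated with agonist and 100% = vehicle wells without agonist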
eIF4E 4G PPI = blocks eIF4E binding to eIF4G | inhibition, % at 21.7 µM | P63073+Q04637 | TR-FRET eIF4E-eIF4GI(517-606) binding, 2 h | 220,000 compounds, 0.37% hits | AID 782;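 active means inhibition above about 30%, limit read from the data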;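 further: 0% = full FRET control wells and 100% = background wells lacking eIF4GI fragment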
NPY2 pot ag = potentiators or agonists of human neuropeptide Y receptor Y2 | P49146 | cells expressing NPY-Y2, potentiator/agonist read-out | activation, % at 3.6 µM | 220,000 compounds, 0.45% hits; in the data active means activation above about 27%;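 further: cells stimulated with NPY near EC25 plus isoproterenol at EC100; 0% = vehicle plus submaximal agonist and 100% = vehicle plus saturating agonist; some results beyond the cut were filed as inactive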
Target sequence (P49146 whole entry, looked up): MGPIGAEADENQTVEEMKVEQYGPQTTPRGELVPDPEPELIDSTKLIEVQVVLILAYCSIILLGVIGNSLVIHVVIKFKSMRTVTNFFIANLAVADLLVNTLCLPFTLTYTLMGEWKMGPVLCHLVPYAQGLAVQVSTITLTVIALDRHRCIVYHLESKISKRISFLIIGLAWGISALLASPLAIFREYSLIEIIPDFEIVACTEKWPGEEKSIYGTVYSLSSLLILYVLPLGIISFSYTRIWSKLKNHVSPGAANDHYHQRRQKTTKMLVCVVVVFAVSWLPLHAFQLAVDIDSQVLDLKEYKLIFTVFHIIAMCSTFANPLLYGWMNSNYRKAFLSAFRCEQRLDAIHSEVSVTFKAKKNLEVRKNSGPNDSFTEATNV
BaF3 tox = counter-screen for JAK2V617F inhibitors: parental Ba/F3 viability inhibitors. AID 1486. 220,000 compounds, 1.1% hits. inhibition, % at 5.6 µM. CellTiter-Glo ATP luminescence;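 active means inhibition above a per-campaign cutoff, the mean inhibition of all tested compounds plus 3 SD, cut at about 27% in these data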;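 further: 0% = DMSO wells and 100% = JAK Inhibitor I control wells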
Ba/F3 V617F tox = loss of viability in JAK2V617F-driven Ba/F3 cells. AID 1446. 220,000 compounds, 1.1% hits. Ba/F3 EpoR-JAK2V617F viability, ATP luminescence. inhibition, % at 5.6 µM;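 active means inhibition above the campaign mean plus 3 SD over all tested compounds, cut at about 24% in these data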;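 further: cytokine-independent growth of Ba/F3 cells driven by EpoR plus mutant JAK2; 0% = DMSO-treated cells and 100% = JAK inhibitor I control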
PERK inh = human PERK inhibition, primary cell-based screen; Q9NZJ5; CHO PERK-DD fusion, SEAP luminescence translation reporter; inhibition, % at 5.6 µM; 220,000 compounds, 0.17% hits;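 active means inhibition above the mean inhibition of all tested compounds plus 3 SD, set separately per screening campaign, cut at about 2.9% in these data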;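 further: PERK kinase domain activated by AP20187 dimerizer at 100 nM; 0% = DMSO with dimerizer and 100% = rapamycin at 8.4 µM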
S1P4 ag = activates the human S1P4 receptor; S1P4-expressing cell line, agonist reporter assay; activation, % at 4.98 µM; 220,000 compounds, 0.35% hits; AID 1509; in the data active means activation above about 11%;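 further: 0% = DMSO vehicle and 100% = reference agonist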
Wee1 stabilizer = inhibitors of human Wee1 degradation | 220,000 compounds, 1.2% hits | reporter increase, % at 5 µM | HeLa Luc-Wee1K328M stability, luciferase luminescence; 100% = proteasome inhibitor MG132 effect;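 active means activation above the mean of all tested compounds plus 3 SD, set per screening run, cut at about 8.8% in these data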;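 further: cells exposed to compound for 20 h before luminescence read; 0% = DMSO alone and 100% = MG132 at 30 µM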
Starred values were filed as active, the others as inactive; nt = no result given; [ ] = another dose, or the depositor's remark. Compounds were not picked by outcome; 4.1% or so of the library scored in one or more.

SMILES	Mdm2 ligase inh	S1P4 antagonist	eIF4E 4G PPI	NPY2 pot ag	BaF3 tox	Ba/F3 V617F tox	PERK inh	S1P4 ag	Wee1 stabilizer
Cc1oc(-c2ccccc2F)nc1CS(=O)(=O)CC(=O)NCc1ccco1	-12	-8	-3	-3	0	2	-0.1	0.7	9.2*
COc1ccc(NC(=O)c2ccco2)cc1N	10	-3	1	10	3	-1	0.7	-2.7	3
COc1ccc(-c2ccc(/C=N/NC(=O)c3cccnc3)o2)c([N+](=O)[O-])c1	-10	-9	12	-3	8	2	0.8	-0.8	-1
CC(=O)c1sc2nc(SCC(=O)N3CCCCC3)[nH]c(=O)c2c1C	-13	1	2	18	-1	-2	0.6	0.5	1
NS(=O)(=O)c1cccc(NC(=O)COC(=O)Cn2cnc3ccccc32)c1	nt	-8	-12	4	0	-2	0.6	2.5	1
CCOc1ccccc1NC(=O)c1cc(-c2ccncc2)nc2c(Cl)cccc12	-26	3	13	-24	7	2	0.5	-1.4	-1
CCc1sc(C(=O)NC2CCN(C)CC2)cc1Br	-1	8	-10[fluorescence artefact?]	11	4	-2	0.1	-0.6	0
COC(=O)c1cn(-c2ccccc2)nc1-c1ccc(OC)cc1	-1	8	0	-4	7	3	0.1	0.5	-3
CC(=O)Nc1ccc(Nc2nc3ccccc3nc2NS(=O)(=O)c2ccccc2)cc1	-9	-2	-2	29	-2	-4	0.8	-0.7	1
O=C(CCN1c2ccccc2Sc2ccccc21)Oc1ccccc1	-2	4	3	9	0	-2	1.0	-0.2	-3
CCOC(=O)c1sc(N/N=C/c2cccc(C)c2)nc1C	-16	-16	4	-4	-1	1	0.7	1.3	1
Cc1cc(C)cc(-n2c(SC(C)C(=O)NCc3ccc4c(c3)OCO4)nc3ccccc3c2=O)c1 (centres undefined)	-6	-39	2	8	3	-4	-1.3	5.7	-3
CO/N=C/c1cn(-c2ccc(Cl)cc2)nn1	10	-18	-2	0	4	-1	1.6	1.6	0
O=C(CCn1c(=O)oc2ccccc21)N1CCN(c2ccccc2F)CC1	-1	-7	0	-4	3	-2	0.6	-0.4	-1
Oc1ccccc1Nc1ncnc2c1oc1ccccc12	-11	-18	1	-15	6	8	-0.6	0.6	0
COc1ccc(C(=O)Nc2nc3ccccc3s2)cc1OC	-10	6	2	6	12	0	-0.5	0.9	0
COc1ccc(CCNS(=O)(=O)c2c(N)n(C)c(=O)n(C)c2=O)cc1OC	10	0	-6	9	3	1	0.4	1.1	2
COc1cccc(C(=O)Cn2c(=O)n(CC3CCCO3)c(=O)c3ccccc32)c1 (centres undefined)	1	2	2[fluorescence artefact?]	0	3	-3	-0.7	-0.2	0
Cc1cc(C)n(CCO)c(=O)n1	-17	-3	1	-7	2	-1	0.8	2.0	-3
COc1cc([N+](=O)[O-])c(OC)cc1SCc1n[nH]c(=S)n1-c1ccc(F)cc1	-5	4	-3	-12	1	0	-0.4	-0.4	-3
COCc1cc(=O)n2[nH]c(-c3cccc(Br)c3)cc2n1	-23	-28	10	9	8	5	1.9	0.8	-3
CCOCCc1nnc(NC(=O)c2cccc(F)c2)s1	-20	-20	2[fluorescence artefact?]	7	3	-2	0.3	-3.5	0
CCc1ccc(N(C(=O)c2ccoc2C)C(C(=O)NC2CCCC2)c2ccc(OC)cc2)cc1 (centres undefined)	-6	6	-2	-1	8	3	0.2	-1.8	-2
COc1ccc(/C=N/Nc2cc(OC)ncn2)cc1	-42	-4	2	0	3	-2	0.5	0.4	-2
Cc1onc(-c2ccccc2)c1C(=O)N/N=C/c1ccco1	-9	18	1	9	1	3	-0.2	-0.5	0
Cc1ccsc1C(=O)N1CC(=O)Nc2ccccc21	-8	-14	4	3	6	3	1.1	1.0	2
COc1ccc(C2CC(C(F)(F)F)n3ncc(C(=O)O)c3N2)cc1OC (centres undefined)	-35	-1	4	21	0	-2	1.0	1.0	-1
Cc1ccc(NC(=O)CS(=O)CC(=O)NC2CCN(Cc3ccccc3)CC2)c(C)c1 (centres undefined)	-25	1	5	-9	0	1	0.6	1.1	0
NC(=O)N/N=C/c1coc2ccc3ccccc3c2c1=O	-13	-1	5	0	-4	3	0.7	0.4	0
Nc1scc2c(C(=O)N/N=C/c3ccc(Cl)cc3)nn(-c3ccccc3)c(=O)c12	-24	-6	-6	-9	-3	-2	1.1	1.6	0
CC(C)(C)C(=O)Nc1cccc(-c2nc3ccccc3c(=O)o2)c1	-63	-6	-9	-6	2	2	0.2	-0.5	-1
CCN(CC)CCN1C(=O)C(O)=C(C(=O)c2cccs2)C1c1ccccn1 (centres undefined)	5	9	-5	7	7	1	0.8	0.7	0
CCC(=O)N/C(=N\OCc1ccc(F)cc1)c1nonc1NC(=O)CC	-10	6	0	-6	6	0	-0.1	-0.6	-2
O=C1OCCC/C1=C\c1ccc2c(c1)OCO2	nt	-13	3	-23	-10	2	1.4	0.5	-2
COCCn1nnnc1C(c1cc2cc(C)ccc2[nH]c1=O)N1CCCCCC1 (centres undefined)	-10	-2	4	-2	2	-1	0.4	-0.7	-2
C/C(=N\NC(=O)c1ccc2c(c1)OCO2)c1ccc(C(=O)O)s1	-4	-6	1	-14	9	-2	1.0	-1.5	0
C=CCNc1nc(-c2ccccc2)nc(-n2ccnc2)n1	-16	4	-4[fluorescence artefact?]	29	2	-4	-0.4	0.1	1
O=C(CNC(=S)N(Cc1ccc(F)cc1)C1CCCCC1)NCCN1CCOCC1	-7	11	-3	-9	6	0	-0.4	1.8	-2
COc1ccc(NC(=O)CSc2nnc(Cn3cnc4ccccc43)n2C)cc1	nt	-15	4[fluorescence artefact?]	3	1	0	-0.4	-0.8	2
Cc1c(C(=O)O)sc2ncn(C)c(=O)c12	1	0	-6	-6	5	0	0.9	1.7	-1

Only Mdm2 ligase inh (three entries from above):
Molecule,Mdm2 ligase inh
Nc1scc2c(C(=O)N/N=C/c3ccc(Cl)cc3)nn(-c3ccccc3)c(=O)c12,-24
C=CCNc1nc(-c2ccccc2)nc(-n2ccnc2)n1,-16
O=C(CNC(=S)N(Cc1ccc(F)cc1)C1CCCCC1)NCCN1CCOCC1,-7

New compounds follow.
SMILES	Mdm2 ligase inh	S1P4 antagonist	eIF4E 4G PPI	NPY2 pot ag	BaF3 tox	Ba/F3 V617F tox	PERK inh	S1P4 ag	Wee1 stabilizer
Clc1ccc(-c2nnc(NCc3ccccc3)c3ccccc23)cc1	6	5	4[fluorescence artefact?]	-3	6	-1	0.2	-0.2	-2
COc1cccc(C(=O)NCc2cccnc2)c1	-2	2	5	4	-1	-3	0.5	-0.9	-1
CCNC(=O)Nc1nc2ccccc2s1	7	-19	-2	-3	8	1	2.0	3.4	1
COCCn1nnnc1C(c1ccc(OC)cc1)N1CCC(C)CC1 (centres undefined)	0	-1	3[fluorescence artefact?]	8	4	1	-0.2	-0.8	2
CCC(C)[C@@H](C(=O)Nc1ccc2c(c1)OCO2)N1Cc2ccccc2C1=O (some centres undefined)	-14	-6	-3	11	0	-3	-0.4	0.2	0
CCOc1cccc(C(=O)NC(=S)Nc2cccc(C)c2)c1	-10	-7	0[fluorescence artefact?]	-20	8	-1	-0.3	-2.0	3
COc1ccc(N=Cc2ccc(-c3ccccc3)o2)cc1	-1	-2	5	-5	4	0	0.7	-0.2	1
CC1CN(C(=O)c2cccc(C(=O)N3CC(C)OC(C)C3)c2)CC(C)O1 (centres undefined)	-7	8	-4[fluorescence artefact?]	-7	1	1	1.0	0.1	6
CCn1c(SCC(=O)N2CCN(c3cccc(Cl)c3)CC2)nc2ccccc2c1=O	-8	6	6	-9	4	2	1.7	-0.3	-1
COc1cccc(CNc2ccc(F)c(Cl)c2)c1O	-10	2	6	3	5	-1	1.1	1.1	2
Cc1nc2cc(N)ccc2n1-c1ccccc1	0	-30	-2	1	4	1	0.5	3.2	1
O=C(Cn1cnc2ccccc2c1=O)NCC(=O)N1CCOCC1	-27	-10	-1	-11	5	2	-0.3	2.0	-1
NC(=O)CSc1nc(-c2ccccc2)nc2c1CCCC2	-4	-8	1	-3	7	-2	0.2	1.4	-3
CC(C(=O)NC1CCCc2ccccc21)N1CCN(c2ccc(F)cc2)CC1 (centres undefined)	-12	-10	-1[fluorescence artefact?]	-2	4	1	-0.1	-1.1	1
CC(CNS(=O)(=O)c1ccccc1)Sc1nncn1C (centres undefined)	-2	-18	-8	-2	-7	-2	1.6	1.1	-2
C#CCOCCOCCOCCNc1nc(N2CCN(C(=O)[C@H]([C@@H](C)CC)n3cc([C@@H](N)CC(C)C)nn3)CC2)nc(N2CCN(C(=O)[C@H](CCCCN)n3cc([C@@H](N)CC(C)C)nn3)CC2)n1	nt	5	3	-22	-2	0	1.4	0.5	6
CCc1ccc(N(C(C)=O)C2C=CS(=O)(=O)C2)cc1 (centres undefined)	-1	10	4[fluorescence artefact?]	-5	3	-3	0.9	0.3	-1
COCCNC(=O)Cn1cc(C(=S)N2CCCCC2)c2ccccc21	4	5	1	-4	4	-4	0.2	-1.5	-4
Cc1[nH]n(-c2cccc(Cl)c2)c(=O)c1/C=N/n1c(C)nc2ccccc2c1=O	-8	7	5	-14	4	0	0.9	0.1	-3
O=C1C(=C2CCCCC2)SC(=S)N1Cc1ccco1	-20	-18	4	17	5	-2	2.3	-0.1	-1
N#Cc1c(/N=C/c2cccnc2)sc2c1CCCC2	-1	6	1	-24	0	-4	0.3	4.9	-3
Cn1c(=O)[nH]c(=O)c2c1nc1n2CC(COc2ccc3ccccc3c2)O1 (centres undefined)	-2	-15	0	-17	3	-3	-1.6	0.4	-3
CCc1ccc(NC(=O)CS(=O)CC(=O)NCCCc2ccccc2)cc1 (centres undefined)	-8	-8	2	-4	5	1	1.2	-0.2	-2
CCc1nnc(NC(=O)CSc2nnc(Cc3cccn3C)n2C)s1	-12	-12	1	15	2	-6	1.5	0.8	0
COCCN(C(=S)Nc1cccc(OC)c1)C1CCN(C(C)=O)CC1	-6	-25	4	9	3	-1	0.7	0.5	-2
Cc1ccccc1OCC(=O)NC(=S)Nc1ccc(Br)c(C)n1	-18	-6	-5	4	3	2	1.2	0.6	-3
CC(C)Nc1nc(Oc2ccc(Cl)cc2)cc(C(F)(F)F)n1	-6	-8	2	11	6	0	-0.1	0.1	-2
COCCOC(=O)C1=C(C)N=c2s/c(=C\c3cccs3)c(=O)n2C1c1cccs1 (centres undefined)	4	18	-1	-17	5	0	-0.2	-0.4	1
CC(C)Cc1ccc(-c2cc(=O)[nH][nH]2)cc1	-11	9	-4	7	13	2	1.9	1.2	2
Cn1nc(C(F)(F)F)c2cc(NC(=O)OCC(C)(C)C)sc21	4	-26	0	-3	2	-3	0.7	1.6	0
O=C(OCN1C(=O)c2ccccc2C1=O)c1ccc2c(=O)n3c(nc2c1)CCC3	nt	-20	nt	2	1	-1	0.5	1.2	-4
COc1cc(NC(=O)c2cc3ccccc3cc2O)c(OC)cc1Cl	nt	-7	-5	58*	2	1	-0.6	-1.3	7
